Screening data deposited in PubChem BioAssay by NCI.
All columns: NCI-60 one-dose screen, growth in % after 48 h at 10 µM unless noted; 100 = growth as untreated, 0 = no growth, -100 = all killed.
MOLT-4 – MOLT-4 leukemia cells | AID 1794779 | hit rate 6.9% among 80,000
SR – SR leukemia cells | hit rate 8.7% among 73,000 | AID 1794780
BT-549 – BT-549 breast cancer; hit rate 4.4% among 78,000; AID 1794793
MCF7 – MCF7 breast cancer; hit rate 6.3% among 82,000; AID 1794796
MDA-MB-231 – MDA-MB-231 breast cancer | hit rate 5% among 81,000 | AID 1794789
MDA-MB-468 – MDA-MB-468 breast cancer | hit rate 8.5% among 78,000
K-562 – K-562 leukemia | hit rate 7.4% among 78,000
MDA-MB-435 – MDA-MB-435 melanoma; hit rate 7.8% among 82,000; AID 1794794
Starred values were filed as active, the others as inactive; x = not tested or not shown; & = joins results of further samples. The calls were made as follows: active = growth percent below 10; inactive = the rest.

SMILES	MOLT-4	SR	BT-549	MCF7	MDA-MB-231	MDA-MB-468	K-562	MDA-MB-435
CC1=C(CCN2CCCCC2)C(=O)N2N=C(c3ccccc3)OC2N1 (centres undefined)	108	87	115	88	97	103	98	92
O=c1[nH]c2c([nH]1)c1c3ccccc3[nH]c1c1c3ccccc3[nH]c21	101	90	94	72	75	95	89	96
C=C1C(=O)O[C@H]2[C@H]1CC/C(Cn1cc(-c3ccsc3)nn1)=C\CC[C@@]1(C)O[C@@H]21	-13*	3.4*	-56*	-73*	-58*	-57*	-16*	-16*
COc1ccc(C(=O)NNC(=O)c2ccc3ccccc3c2)cc1	99	95	111	108	107	103	99	107
Cc1ccccc1C1OC2=C(Nc3ccc([N+](=O)[O-])cc3N2)C1=O (centres undefined)	70	72	89	83	93	47	61	95
NC(=O)C(=O)NCCCCC(=O)Nc1ccccc1	107	98	100	88	99	106	109	101
Fc1ccc(N2CC(Cn3c(C(F)(F)F)cc4c(Cl)ncnc43)C2)c(F)c1	-61*	-61*	-84*	58	-82*	-51*	-57*	16
O=C1OCC2=C1C(c1cccc(Br)c1)c1cc3c(cc1N2CCO)CCC3 (centres undefined)	14	29	16	21	-13*	-4.0*	19	-40*
O=C(NCCN1CCN(C(=O)Nc2ccccc2Cl)CC1)Nc1ccccc1Cl	94	92	104	99	76	124	91	97
O=C(O)/C=C\C(=O)Nc1ccc2c(c1)Cc1cc(Cl)ccc1-2	90	99	104	76	85	83	101	115
CCOC(=O)c1[nH]c(C)cc1C	88	99	x	102	107	109	100	113
Nc1ccc(I)cc1Cl	106	101	96	99	106	116	100	106
COc1ccc(-c2cc(-c3cc(C(C)C)c(O)cc3C)nn2-c2ccc(S(N)(=O)=O)cc2)cc1	15	5.8*	-3.7*	11	28	-16*	14	-58*
O=C(O)CSc1ccc2c3c(cccc13)C(=O)c1ccccc1-2	92	91	x	72	96	49	105	90
CC(=O)O[C@H]1CC[C@]2(C)[C@H]3CC=C4[C@@H]5[C@@H](C)[C@H](C)CC[C@]5(C(=O)NC(COC(=O)C(Cl)Cl)(COC(=O)C(Cl)Cl)COC(=O)C(Cl)Cl)CC[C@@]4(C)[C@]3(C)CC[C@H]2C1(C)C	37	47	74	31	76	57	38	55
O=C(Nc1ccc(Cl)cc1)c1cc2c(cc1O)[nH]c1ccccc12	-9.5*	1.2*	27	8.7*	36	-18*	11	-26*
COc1ccccc1C(=O)Nc1cccc(-c2cc(=O)c3c(OC)c(OC)c(OC)cc3o2)c1	29	x	46	53	51	39	36	44
Cc1cnc2ccccn2c1=O	102	97	102	99	99	115	101	116
O=C(CN1CCN(CCN2C(=O)c3cccc4cccc(c34)C2=O)CC1)Nc1nc2ccccc2s1	56	39	97	97	123	110	93	97
CCCCN(C)N=Nc1ccc(C(N)=O)cc1	88	x	112	94	106	102	116	85
COc1cc(OC)cc(C(=O)C[n+]2ccc(/C=C/c3ccncc3)cc2)c1	102	111	93	94	83	85	90	100
Cc1ccc(/C=C/C(=O)Nc2ccc3oc(=O)ccc3c2)cc1	99	99	97	92	104	91	95	99
CC(C)(C)c1cc(CNCCNCc2cc(C(C)(C)C)cc(C(C)(C)C)c2O)c(O)c(C(C)(C)C)c1	116	102	x	94	111	104	101	103
N#C/C(=C/C=C/c1ccccc1)S(=O)c1ccccc1 (centres undefined)	-1.2*	3.1*	-78*	-40*	-54*	-56*	5.5*	-30*
CCOC(=O)CSc1c([N+](=O)[O-])ncn1C	95	86	x	88	97	91	109	101
CCN(CC)CCCC(C)Nc1ccc2cc(OC)ccc2n1 (centres undefined)	116	120	107	84	104	x	131	104
Cc1ccc(S(=O)(=O)CC(=O)Nc2ccc(S(N)(=O)=O)cc2)cc1	108	109	x	107	114	113	104	106
N#CC1C=CN(CC(=O)c2ccc(Cl)cc2)c2ccc3cccnc3c21 (centres undefined)	71	74	96	78	72	88	77	97
CCOC(=O)c1cc(C(=O)c2cc(OC)cc(OC)c2)n2nc(-c3ccc(Br)cc3)ccc12	70	87	99	88	102	111	74	97
CC1(C)OC(=O)C(c2ccsc2)C(=O)O1	105	103	124	104	111	114	107	101
COC(=O)[C@@H](Cc1ccc(O)cc1)NC(=O)/C=C/c1ccccc1	92	93	104	94	104	92	101	106
CNC(=O)c1cc(Oc2ccc(NC(=O)Nc3ccc(Cl)c(OC(C)C)c3)c(F)c2)ccn1	31	41	75	31	59	12	22	43
O=[N+]([O-])c1ccccc1CSc1ncnc2nc[nH]c12	84	71	93	97	99	96	86	98
CN(C)Cc1cc(CN(C)C)c(O)c(C(=O)O)c1	96	90	x	92	108	105	94	110
COc1ccc(-c2nnc(-c3c(-c4ccc(OC)cc4)nc4ncccn34)o2)cc1	97	94	103	93	108	104	92	99
CCCCCCCCn1cc2c(Nc3cccc(Br)c3)ncnc2n1	92	80	113	91	100	112	88	98
COc1cc(NC(=O)c2cccc(-c3cc(=O)c4c(O)c(OC)c(OC)cc4o3)c2)cc(OC)c1OC	73	54	7.0*	49	x	60	55	65
CCCCCCCCCCCC1N=C(N)N=C(N)N1c1cccc(Br)c1 (centres undefined)	-16*	-29*	x	-88*	-48*	-93*	-20*	22
O=C(NCc1ccccc1)C12CC3CC(CC(C3)C1)C2	106	94	101	91	95	98	89	105
CCCCC1C(=O)NN(c2ccccc2)C1=O (centres undefined)	105	121	119	104	114	110	86	105
Cc1cccc2cc(/C=C/C(=O)/C=C/c3ccc(Cl)cc3)c(=O)[nH]c12	32	0.6*	7.3*	9.9*	26	62	11	-33*
COP(=O)(OC)C(C)(C)CC(=O)CC(C#N)(C#N)C(C#N)C#N	104	96	96	92	100	104	91	104
O=C(OCCSCCOC(=O)C1CC=CCC1)C1CC=CCC1 (centres undefined)	87	84	105	110	106	119	101	106
CCOC(=O)C(CC1CCCCC1)C(C)=O (centres undefined)	98	x	92	98	104	89	104	96
CC1=C[C@@]2(CCCO)c3cc4c(cc3CC[C@@]2(C)[C@@H]1C)[nH]c1ccccc14	64	111	x	80	85	94	90	102
Cc1cccc(C)c1Nc1nnc(-c2ccc(F)cc2)o1	110	119	107	97	104	102	118	103
NNC(=S)NCCN1CCOCC1	96	92	111	88	116	89	105	98
C#Cc1ccc(-n2c(/C=C/c3ccc(C(F)(F)F)cc3)nc3ncccc3c2=O)cc1	10	0.5*	25	15	57	-9.9*	4.0*	6.1*
Nc1nc(N)c2c(C(=O)Nc3ccc(CCN4CCOCC4)cc3)coc2n1	112	112	99	95	97	97	x	107
COc1ccc(OCC(=O)Nc2ccc(-c3nc4ccccc4s3)c(Cl)c2)cc1	96	86	93	83	83	74	106	116
Cc1ccc(C(=O)OCCC(C)C)cc1	111	x	118	97	110	105	107	105
CC(N1CCN(C)CC1)C(O)(c1ccccc1)c1ccccc1 (centres undefined)	101	95	110	104	103	93	103	110
COc1cc(CNC(=O)/C=C/c2ccccc2)ccc1OCc1cn(-c2cccc(Cl)c2)nn1	80	73	99	90	88	77	80	98
Fc1cccc(Oc2ccc(Nc3ncnc4ccc(OCCCN5CCOCC5)cc34)cc2Cl)c1	54	21	79	50	61	-14*	3.6*	54
Clc1ccccc1Nc1nnc(-c2ccncc2)s1	93	x	90	96	108	110	101	94
Cc1cc(Cl)ccc1N1C(=O)c2sc3nc4scc(-c5ccc(F)cc5)c4c(=O)n3c2C1=O	62	24	113	101	83	x	62	108
Cc1cc(C)c2c(/C=C3/C(=O)NC(=S)NC3C)cc(=O)oc2c1 (centres undefined)	94	100	92	88	101	92	95	101
O=c1c2cc(Cl)ccc2oc2ccc(OCCCCCN3CCCCC3)cc12	25	7.5*	65	57	46	60	2.4*	-24*
CCN=C1C=C/C(=C(/c2ccc(NCC)c(C)c2)c2cc(O)c(S(=O)(=O)O)cc2S(=O)(=O)O)C=C1C	102	105	101	105	109	99	99	101
O=C1CNC(c2ccccc2O)N1O (centres undefined)	89	82	113	x	95	113	86	117
(list continues)
SMILES	MOLT-4	SR	BT-549	MCF7	MDA-MB-231	MDA-MB-468	K-562	MDA-MB-435
COc1ccc(C(=O)CSc2nnc(-c3cc(-c4ccccc4)nc4ccccc34)o2)cc1	120	96	105	103	99	104	103	106
CC(CO)C1CCCCC1 (centres undefined)	108	95	104	94	110	102	108	106
CCOC(=O)N/N=C/c1cc(Cl)ccc1O	101	91	101	90	104	98	98	99
C=C1CC[C@@H]2[C@](C)(CO)[C@H](O)CC[C@@]2(C)[C@@H]1C/C(O)=C1\CCOC1=O	104	84	109	77	110	91	73	95
CCOC(=O)C1=C(c2ccccc2)N=C2N(c3ccccc3)N=C(C(C)=O)N2C1c1ccc(Cl)cc1 (centres undefined)	95	89	98	99	98	90	90	101
O=C(N/N=C/c1ccc(O)cc1)c1cc(-c2nc3ccccc3[nH]2)nc2ccccc12	95	83	98	91	93	95	96	96
NC(=S)NN=C1CCCCC1	69	72	86	16	x	26	40	89
O=C(O)c1ccccc1Cc1ccc(F)c2ccccc12	107&94	100&107	106&134	102&99	106&115	102&110	98&103	109&110
O=C1/C(=C\c2ccc([N+](=O)[O-])cc2)CS(=O)(=O)C/C1=C/c1ccc([N+](=O)[O-])cc1	-35*	0.1*	-82*	-59*	-87*	x	-28*	-75*
CC(=O)Nc1nc(C)c(C(=O)NNC(=O)Nc2ccccc2)s1	115	96	x	100	90	61	114	128
NC(=O)CNC(=O)OCc1ccccc1	108	96	98	107	112	99	98	x
CCn1c(=S)sc2c(Nc3ccc(F)cc3)nc(-c3cccnc3)nc21	94	96	54	73	75	80	77	81

A section from the list above, for reference:
SMILES	MOLT-4	SR	BT-549	MCF7	MDA-MB-231	MDA-MB-468	K-562	MDA-MB-435
Clc1ccccc1Nc1nnc(-c2ccncc2)s1	93	x	90	96	108	110	101	94
Cc1cc(Cl)ccc1N1C(=O)c2sc3nc4scc(-c5ccc(F)cc5)c4c(=O)n3c2C1=O	62	24	113	101	83	x	62	108
Cc1cc(C)c2c(/C=C3/C(=O)NC(=S)NC3C)cc(=O)oc2c1 (centres undefined)	94	100	92	88	101	92	95	101
O=c1c2cc(Cl)ccc2oc2ccc(OCCCCCN3CCCCC3)cc12	25	7.5*	65	57	46	60	2.4*	-24*
CCN=C1C=C/C(=C(/c2ccc(NCC)c(C)c2)c2cc(O)c(S(=O)(=O)O)cc2S(=O)(=O)O)C=C1C	102	105	101	105	109	99	99	101
O=C1CNC(c2ccccc2O)N1O (centres undefined)	89	82	113	x	95	113	86	117
COc1ccc(C(=O)CSc2nnc(-c3cc(-c4ccccc4)nc4ccccc34)o2)cc1	120	96	105	103	99	104	103	106
CC(CO)C1CCCCC1 (centres undefined)	108	95	104	94	110	102	108	106
CCOC(=O)N/N=C/c1cc(Cl)ccc1O	101	91	101	90	104	98	98	99
C=C1CC[C@@H]2[C@](C)(CO)[C@H](O)CC[C@@]2(C)[C@@H]1C/C(O)=C1\CCOC1=O	104	84	109	77	110	91	73	95
CCOC(=O)C1=C(c2ccccc2)N=C2N(c3ccccc3)N=C(C(C)=O)N2C1c1ccc(Cl)cc1 (centres undefined)	95	89	98	99	98	90	90	101
O=C(N/N=C/c1ccc(O)cc1)c1cc(-c2nc3ccccc3[nH]2)nc2ccccc12	95	83	98	91	93	95	96	96
NC(=S)NN=C1CCCCC1	69	72	86	16	x	26	40	89
O=C(O)c1ccccc1Cc1ccc(F)c2ccccc12	107&94	100&107	106&134	102&99	106&115	102&110	98&103	109&110
O=C1/C(=C\c2ccc([N+](=O)[O-])cc2)CS(=O)(=O)C/C1=C/c1ccc([N+](=O)[O-])cc1	-35*	0.1*	-82*	-59*	-87*	x	-28*	-75*

More records:
SMILES	MOLT-4	SR	BT-549	MCF7	MDA-MB-231	MDA-MB-468	K-562	MDA-MB-435
O=c1[nH]c2cc(F)ccc2c2ccc(F)cc12	102	93	79	59	78	61	103	97
COC(=O)c1cc(N)nc2ccccc12	107	103	114	108	103	100	99	104
OCc1cnc2ccccc2c1NC1CCCCCC1	91	91	105	74	81	60	x	91
Cc1cc(=O)cc(C)o1	118	111	x	93	113	118	117	117
COc1cc(Cn2cc3c(c2-c2ccccc2)CCc2cnoc2-3)cc(OC)c1OC	71	83	110	x	78	100	74	88
C/C(=N\NC(=O)c1sc(=S)n(C)c1N)c1ccc[nH]1	83	87	95	85	90	x	110	102
CC1(C(=O)O)CC1(Cl)Cl (centres undefined)	104	111	100	100	113	89	x	98
CCC1=C(C)CN(C(=O)NCCc2ccc(S(=O)(=O)NC(=O)NC3CCC(C)CC3)cc2)C1=O (centres undefined)	101&80	98&81	107&104	108&100	104&113	113&112	101	104&110
CN(C)c1ccc(/C=C2/C=C(c3ccc(Cl)c(Cl)c3)OC2=O)cc1	86	87	112	80	95	94	89	100
O=C(CSc1nc2ccccc2[nH]1)c1ccc(N2CCOCC2)cc1	135	129	93	92	103	88	99	100
CCc1cccc2c3c(sc12)C(c1ccc(F)cc1)C(C#N)=C(N)O3 (centres undefined)	17	27	20	16	21	31	12	x
O=S(=O)(O)c1cccc2cccc(Cl)c12	107	113	99	98	x	x	111	x
COc1ccc(OCC(=O)OCCCl)cc1	100	90	109	92	103	94	110	92
C=C(C)C1CC(O)C2(C)CCCC3C2C1CC(C)C3(C)CC/C(C)=C/C(O)C1CCC(=O)c2c(OC)cc(OC)cc21 (centres undefined)	22	27	60	30	49	0.1*	22	42
CC(C(=O)O)N1C(=O)CSC1=S (centres undefined)	99	98	104	98	105	97	114	101
COC(=O)CSC(=O)N(c1ccccc1)c1ccccc1	79	107	107	93	104	100	84	100
O=C(CN(c1ccccc1)c1ccccc1)Nc1ccc(-c2nc3ccccc3s2)cc1	104	97	112	48	103	39	96	104
c1ccc2cc(C3OCC4(CCCC4)CO3)ccc2c1	91	103	90	93	123	103	98	105
O=C1c2cc(F)ccc2Oc2cc([N+](=O)[O-])ccc2N1c1ccc(Cl)cc1F	56	x	x	98	84	106	64	97
CN(C)c1ccc(-c2cc(-c3ccc(Nc4nc(Nc5ccc(F)cc5)nc(Nc5ccc(F)cc5)n4)cc3)nc(N)c2C#N)cc1	61	16	118	100	115	x	113	111
